# PREPL inh: inhibits the human prolyl oligopeptidase-like enzyme; Q4J6C6; recombinant PREPL, fluorescence polarization activity-based probe; inhibition, % at 5.96 µM; hit rate 0.68% among 320,000; AID 2751; in the data active = inhibition above about 43%;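 also: 0% = enzyme with DMSO and 100% = wells lacking enzyme; many of its hits are not listed in these tables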
# Target sequence (Q4J6C6 whole entry, looked up): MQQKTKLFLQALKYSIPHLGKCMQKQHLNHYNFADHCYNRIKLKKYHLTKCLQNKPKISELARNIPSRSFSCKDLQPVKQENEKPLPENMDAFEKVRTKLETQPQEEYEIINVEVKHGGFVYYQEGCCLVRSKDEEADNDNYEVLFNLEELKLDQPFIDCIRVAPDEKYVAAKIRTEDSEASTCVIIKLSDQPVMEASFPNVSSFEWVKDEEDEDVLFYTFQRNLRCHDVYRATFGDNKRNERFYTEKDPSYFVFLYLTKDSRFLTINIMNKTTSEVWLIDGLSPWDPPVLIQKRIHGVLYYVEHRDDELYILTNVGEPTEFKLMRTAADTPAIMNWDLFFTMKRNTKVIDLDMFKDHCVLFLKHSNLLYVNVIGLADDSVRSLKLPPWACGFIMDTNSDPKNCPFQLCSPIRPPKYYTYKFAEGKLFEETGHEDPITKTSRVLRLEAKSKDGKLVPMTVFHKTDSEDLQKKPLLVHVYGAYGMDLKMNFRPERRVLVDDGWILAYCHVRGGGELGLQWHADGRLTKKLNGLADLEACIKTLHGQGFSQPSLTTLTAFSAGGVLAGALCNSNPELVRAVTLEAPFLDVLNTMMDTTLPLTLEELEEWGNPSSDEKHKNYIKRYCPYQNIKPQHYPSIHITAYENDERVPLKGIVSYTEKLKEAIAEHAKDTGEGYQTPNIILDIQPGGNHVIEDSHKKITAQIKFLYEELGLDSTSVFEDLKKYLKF
# PP1 inh: PP1-alpha (human) inhibition in PP5 counter-screen; purified PP1alpha, OMFP fluorescence; inhibition, % at 6.7 µM; hit rate 0.9% among 320,000;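 active = inhibition above the mean inhibition of all tested compounds plus 3 SD, computed separately for each screening campaign, cut at about 15% in these data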
# ZTA DNA inh: ZTA (EBV) inhibition in EBNA-1 counter-screen; P03206; ZTA-DNA binding, fluorescence polarization; inhibition, % at 11 µM; hit rate 0.15% among 320,000; in the data active = inhibition above about 33%
# Target sequence (P03206 whole entry, looked up): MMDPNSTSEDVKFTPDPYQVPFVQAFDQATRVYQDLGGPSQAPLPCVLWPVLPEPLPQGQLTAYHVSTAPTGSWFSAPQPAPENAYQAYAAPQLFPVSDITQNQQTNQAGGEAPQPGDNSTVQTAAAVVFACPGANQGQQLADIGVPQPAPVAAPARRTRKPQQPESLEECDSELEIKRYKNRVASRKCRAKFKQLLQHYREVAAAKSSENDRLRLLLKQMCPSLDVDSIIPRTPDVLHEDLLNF
# HCV core dimer: blocks dimerization of HCV core protein | hit rate 0.33% among 300,000 | AID 1899 | TR-FRET GST/Flag-core106 dimerization, 1536-well | inhibition, % at 5 µM;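 active = inhibition above the mean of all tested compounds plus 3 SD, set per screening campaign, cut at about 45% in these data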
#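 Material: GST/Flag-tagged HCV core106 proteins. Incubation: 4 h, 22.5 °C incubation. Read-out basis: inhibition (%) from 671 over 617 nm ratio. Measured by: TR-FRET, excitation 340 nm, emission 617 and 671 nm.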
# Efflux pump mplx: blocks antifungal efflux pumps in multiplex yeast assay | S. cerevisiae Candida pump triplex, Nile Red efflux | inhibition, % at 10 µM | hit rate 0.44% among 330,000;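 active = plate passing quality check with inhibition over a set limit, or well fluorescence over plate mean plus 4 SD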;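 also: Nile Red retained in pooled yeast measured as flow cytometry median fluorescence; 0% = buffer negative control and 100% = Enniatin B positive control; higher means more Nile Red kept so more efflux inhibition; some compounds called inactive have numbers as strong as hits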
# EBNA-1 inh: blocks EBNA-1 binding to DNA; EBNA-1 DNA binding, fluorescence polarization; inhibition, % at 14.8 µM; hit rate 0.34% among 300,000; AID 1950; in the data active = inhibition above about 28%
# PP5 inh: inhibitors of human protein phosphatase 5 (PP5). P53041. purified PP5c, OMFP substrate fluorescence. inhibition, % at 6.7 µM. hit rate 0.18% among 320,000;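 active = inhibition above the campaign's mean inhibition across all tested compounds plus 3 SD, cut at about 9.5% in these data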;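 also: 0% = DMSO only and 100% = 100 µM cantharidin control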
# TPT1 inh: blocks Candida albicans tRNA 2'-phosphotransferase; recombinant caTPT1, FP RNA substrate dephosphorylation; inhibition, % at 5 µM; hit rate 0.81% among 300,000;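 active = inhibition above the mean of all tested compounds plus 3 SD, set per screening campaign, cut at about 24% in these data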;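 also: plate controls were DMSO alone for no effect and ferristatin control at 100 nM for full effect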
# CTSL1 counter: counter-screen for PFM18AAP inhibitors: inhibitors of F. hepatica cathepsin L1; recombinant F. hepatica cathepsin L1, Z-Leu-Arg-MCA fluorescence; inhibition, % at 5.96 µM; hit rate 0.49% among 300,000;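 active = inhibition above the mean of all tested compounds plus 3 SD, set per screening campaign, cut at about 17% in these data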;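 also: 0% = plate median of test compound wells and 100% = 1 µM Z-Phe-Ala-diazomethylketone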
# * hit, by the source's call; nt = not tested or not shown.
No.	Molecule	PREPL inh	PP1 inh	ZTA DNA inh	HCV core dimer	Efflux pump mplx
1	CCC(C)(C)n1nnnc1C(c1ccc(O)c(OC)c1)N1CCN(c2nc3ccccc3s2)CC1 (stereo not given)	23	1	3	11	0.2
2	CCOC(=O)c1ccc(NS(=O)(=O)c2cc(C)ccc2OC)cc1	-13	-3	-10	0	0.0
3	CSc1nc2c(C)c(C)c(C)c(C)c2[nH]1	12	-2	8	0	0.0
4	O=C(c1cc(-c2ccc(Cl)s2)nc2ccccc12)N1CCOCC1	-16	-1	16	3	0.0
5	CCN(CC)CCNC(=O)c1ccc(NC(=O)c2c(C)nn(-c3ccc(F)cc3)c2Cl)cc1	0	-2	-1	0	0.0
6	Cc1ccc(/C=N/NC(=O)CSc2nc3ccccc3c(=O)n2-c2ccccc2C)s1	10	6	-23	8	0.1
7	CCOC(=O)C1=C(N)Oc2cc(O)ccc2C1c1cccc([N+](=O)[O-])c1 (stereo not given)	12	3	-3	1	0.2
8	CC(C)OP(=O)(c1ccc(N(C)C)cc1)C(O)c1ccc(Br)cc1 (stereo not given)	-9	-4	12	-4	0.1
9	COc1cc2[nH]c(=O)n(Cc3ccc(C(=O)NC4CCCC4)cc3)c(=O)c2cc1OC	10	3	-15	-4	-0.1
10	O=C(CC(c1ccccc1)c1cc(Br)ccc1O)N1CCCC1 (stereo not given)	-3	-4	10	6	0.1
11	Nn1c(C2COc3ccccc3O2)n[nH]c1=S (stereo not given)	-2	-5	5	3	0.1
12	C=CCn1c(SCC(C)=O)nnc1-c1ccc2ncccc2c1	3	-3	-4	-11	0.1

No.	EBNA-1 inh	PP5 inh	TPT1 inh	CTSL1 counter
1	1	4.6	2	-3
2	4	3.4	-4	2
3	-13	2.5	-3	-3
4	5	3.1	2	2
5	-4	0.0	-3	-1
6	5	7.9	0	0
7	-18	4.7	3	2
8	2	0.9	0	-2
9	-3	-0.1	-2	-1
10	-3	2.9	-1	-4
11	7	-3.1	2	-3
12	-3	3.3	-1	10

# Remaining list, next part
No.	Molecule	PREPL inh	PP1 inh	ZTA DNA inh	HCV core dimer	Efflux pump mplx
13	CC(C)NC(=O)CC(=O)N/N=C\c1ccccc1C(=O)O	1	-3	-4	-5	-0.2
14	CCOc1ccc(NC(=O)C(=S)NC2CCCCC2)cc1	11	-5	10	1	0.1
15	CCOc1ccc(NC(=O)CN2C(=O)COc3ccc(S(=O)(=O)N4CCCCC4)cc32)cc1	4	-1	-3	-2	-0.1
16	COc1ccccc1CCNS(=O)(=O)c1cc2c3c(c1)CCN3C(=O)CC2	-5	-4	10	-3	-0.1
17	O=C1NCC(c2ccccc2)C1C(=O)N/N=C\c1ccc(-c2ccc(Cl)c(Cl)c2)o1 (stereo not given)	-2	4	10	-23	0.0
18	CCn1cc(S(=O)(=O)CC(=O)Nc2ccc3c(c2)OCO3)c2ccccc21	-22	-2	15	4	0.2
19	COCCOC1CCN(C(=O)c2ccc(OC)c(OC3CCN(C(C)C)CC3)c2)CC1	-4	-1	6	6	-0.1
20	COc1ccc(-c2cc3ccccc3n2CC(O)CN2CCOCC2)cc1 (stereo not given)	9	1	8	-3	-0.1
21	CCN(CC)S(=O)(=O)c1ccc(N2CCCC2)c(NC(=O)C2CSC3(C)CCC(=O)N23)c1 (stereo not given)	1	-7	14	7	-0.1
22	CC1CCCC(C)N1C(=O)c1cc(-c2cccs2)on1 (stereo not given)	15	-1	-10	2	0.1
23	CCCCN(C(=O)c1ccc(-c2ccc(Cl)cc2)o1)c1c(N)n(CCCC)c(=O)[nH]c1=O	9	4	1	nt	0.0
24	CC(NCC(O)COc1ccc(S(=O)(=O)N2CCOCC2)cc1)c1ccccc1 (stereo not given)	13	-4	9	-15	0.1

No.	EBNA-1 inh	PP5 inh	TPT1 inh	CTSL1 counter
13	12	-1.1	-10	-3
14	4	1.8	4	5
15	-4	1.0	-2	3
16	-6	-2.3	1	2
17	-1	0.7	-1	-1
18	6	2.4	0	1
19	-5	0.8	-1	3
20	-20	-0.9	-4	-1
21	2	-0.8	-1	-2
22	-8	5.1	-1	-4
23	nt	1.2	nt	nt
24	-6	1.1	5	-2

# Limited to TPT1 inh (2 entries from above):
item	SMILES	TPT1 inh
17	O=C1NCC(c2ccccc2)C1C(=O)N/N=C\c1ccc(-c2ccc(Cl)c(Cl)c2)o1 (stereo not given)	-1
13	CC(C)NC(=O)CC(=O)N/N=C\c1ccccc1C(=O)O	-10

# Other results follow:
No.	Molecule	PREPL inh	PP1 inh	ZTA DNA inh	HCV core dimer	Efflux pump mplx
25	O=C(NC1CCCCC1)Nn1c(-c2ccccc2)nc2ccccc2c1=O	6	2	-6	-2	0.5
26	CCN(CC)c1ccc(CNc2nc3ccccc3n2C(C)C)cc1	5	-3	0	-4	-0.1
27	O=C1C=C(NC2CCCC2)CC(c2ccccc2)C1 (stereo not given)	10	-3	-7	-2	-0.1
28	COCCCN(Cc1ccco1)C(=O)CSc1nc2ncccc2[nH]1	-6	-2	2	-2	-0.1
29	CCOc1ccc(C(c2c(O)nc(SC)n(C)c2=O)c2c(O)nc(SC)n(C)c2=O)cc1	-12	0	-11	-2	-0.1
30	Cc1ccc(C(=O)NNC(=O)Cn2nnc3ccccc32)cc1	0	-7	2	2	0.2
31	O=C(CSc1ncccn1)NCc1ccc2c(c1)OCO2	18	0	3	-14	0.0
32	O=C1N[C@@H](Cc2ccccc2)C(=O)N2CCC[C@@H]12	4	2	5	6	0.1
33	Cc1cc(C)c(C)c(S(=O)(=O)N2CCN(C(=O)c3ccccc3OCc3c(C)noc3C)CC2)c1C	1	4	14	nt	0.2
34	COCC(C)NC(=O)c1cc(-c2ccc(OC)c(OC)c2)on1 (stereo not given)	2	-1	-3	-5	0.1
35	Cc1ccc(N(C)S(=O)(=O)c2ccc(-c3ccc(=O)[nH]n3)s2)cc1C	-1	-1	-7	-1	-0.2
36	CCOCC(=O)Nc1ccc(C(=O)Nc2ccccc2Cl)cc1	5	-1	-2	-1	0.0

No.	EBNA-1 inh	PP5 inh	TPT1 inh	CTSL1 counter
25	12	-0.9	2	0
26	9	2.3	-7	6
27	-2	0.9	-3	2
28	7	2.1	-4	-2
29	3	1.6	-1	2
30	3	0.6	-2	-2
31	3	-1.4	-5	1
32	8	-0.1	-1	-1
33	nt	2.1	nt	nt
34	-13	6.5	1	0
35	6	2.8	-1	-2
36	-6	1.0	-2	-1

# Next entries follow:
No.	Molecule	PREPL inh	PP1 inh	ZTA DNA inh	HCV core dimer	Efflux pump mplx
37	[O-]/[N+](=C\c1cccc(Br)c1)c1ccccc1	-4	0	-4	4	-0.1
38	COc1cccc(N2CCN(CC(=O)Nc3nc4c(s3)CC(C)CC4)CC2)c1 (stereo not given)	27	4	-1	4	-0.1
39	Cc1ccc[n+](C(C)C(=O)c2ccc(Cl)cc2)c1 (stereo not given)	-2	-4	4	4	-0.1
40	COCCN1Cc2cccc(C(=O)NC3CCCCCC3)c2C1=O	6	0	-28	-19	0.0
41	O=C(Nc1ccc([N+](=O)[O-])cc1)Nc1ccon1	-3	-5	11	0	0.1
42	CC(=O)Nc1ccc(S(=O)(=O)N(Cc2ccccc2)c2ccccc2)cc1	-8	1	-10	-4	-0.1
43	COc1cccc(C(=O)Nc2ccc(NC(=O)c3cc4ccccc4o3)c(OC)c2)c1	4	-2	-5	12	-0.7
44	COC(=O)c1cccc([N+](=O)[O-])c1CN1CCCC(C(N)=O)C1 (stereo not given)	8	2	18	3	-0.1
45	O=C(CCc1n[nH]c(=O)[nH]c1=O)N/N=C/c1ccc(Br)o1	1	1	0	8	0.1
46	CC(Nc1ccc(F)cc1)=[N+](C)CCNS(=O)(=O)c1ccc(Cl)cc1	-6	0	-5	-2	0.0
47	CC(=O)N1CCC(N(C(=O)Nc2c(F)cccc2F)C(C)C)CC1	1	-2	9	1	-0.1
48	O=C(CCC(=O)N1CCOc2ccccc21)NCCCc1ccccc1	-10	-2	19	3	-0.2

No.	EBNA-1 inh	PP5 inh	TPT1 inh	CTSL1 counter
37	2	0.8	-3	-1
38	2	2.2	0	8
39	-8	0.4	-1	-8
40	8	2.2	-1	-3
41	-10	2.7	-1	1
42	0	2.2	-3	-4
43	3	2.1	-1	-1
44	15	0.9	-6	0
45	-9	2.7	-1	-1
46	2	-0.1	-3	2
47	10	-4.3	-1	0
48	1	-0.6	1	0

# Arranged by length of the SMILES (ascending): part of the list above.
No.	Molecule	PREPL inh	PP1 inh	ZTA DNA inh	HCV core dimer	Efflux pump mplx
31	O=C(CSc1ncccn1)NCc1ccc2c(c1)OCO2	18	0	3	-14	0.0
14	CCOc1ccc(NC(=O)C(=S)NC2CCCCC2)cc1	11	-5	10	1	0.1
37	[O-]/[N+](=C\c1cccc(Br)c1)c1ccccc1	-4	0	-4	4	-0.1
13	CC(C)NC(=O)CC(=O)N/N=C\c1ccccc1C(=O)O	1	-3	-4	-5	-0.2
4	O=C(c1cc(-c2ccc(Cl)s2)nc2ccccc12)N1CCOCC1	-16	-1	16	3	0.0

No.	EBNA-1 inh	PP5 inh	TPT1 inh	CTSL1 counter
31	3	-1.4	-5	1
14	4	1.8	4	5
37	2	0.8	-3	-1
13	12	-1.1	-10	-3
4	5	3.1	2	2

# Carrying on.
No.	Molecule	PREPL inh	PP1 inh	ZTA DNA inh	HCV core dimer	Efflux pump mplx
49	O=C(Nc1ccc(C(F)(F)F)cc1)c1ccccc1-n1cnnn1	-1	-6	5	nt	-0.1
50	CCOc1ccc(S(=O)(=O)NCCC(=O)NCCCSc2ccccc2)cc1	-7	-1	-5	1	0.0
51	S=c1nc2ccccc2c2nc(-c3ccccc3Br)[nH]n12	10	6	-5	5	0.1
52	Cc1ccc(NC(=O)Cc2ccccc2)c(C)c1	-3	-8	14	-3	0.1
53	COc1ccc(C(=O)NNC(=O)CSc2nnc(COc3ccccc3OC)n2C)cc1	-6	-3	-3	-4	-0.1
54	Oc1ccc(Nc2nc(-c3ccc(O)cc3)cs2)cc1	22	-9	-17	-19	0.2
55	C=CCC(CC=C)(NC(=O)c1ccccc1C)c1ccccc1	1	-5	-5	-5	0.3
56	CCOC(=O)C1C(=O)N(C(=O)c2ccc(OC)cc2)CC1c1ccccc1 (stereo not given)	15	-2	-2	6	2.8
57	Cc1cccc(NC(=O)C2CCCC2)c1	14	3	-3	-3	0.3
58	COc1ccc(CCNC(=O)CSc2nnc3ccc(-c4ccccn4)nn23)cc1OC	2	0	-3	0	-0.1
59	CC(NCc1cccs1)C(=O)NC1CCCCC1 (stereo not given)	-5	-9	10	1	-0.1
60	O=C(CCCn1cncn1)N1CCCC(N2CCN(c3ccc(F)cc3)CC2)C1 (stereo not given)	9	-4	-2	2	-0.1

No.	EBNA-1 inh	PP5 inh	TPT1 inh	CTSL1 counter
49	nt	-1.2	nt	nt
50	-6	3.1	3	10
51	-12	-0.7	1	2
52	0	-0.4	3	2
53	4	-0.3	4	2
54	-6	4.2	0	0
55	-8	0.4	1	1
56	5	2.0	-1	4
57	-3	-2.9	-4	9
58	3	-1.1	-1	-1
59	-6	1.3	-3	0
60	6	0.5	0	-2

# Following part.
No.	Molecule	PREPL inh	PP1 inh	ZTA DNA inh	HCV core dimer	Efflux pump mplx
61	COc1ccc(N2CCN(C(=O)c3ccc(CNS(=O)(=O)c4cccc(OC)c4)cc3)CC2)cc1	17	0	-4	11	-0.1
62	Cc1cc(C(=O)NC2=NCCS2)cs1	-3	8	7	-5	-0.1
63	C[n+]1ccn(CC(=O)c2ccc(Cl)cc2)c1	29	1	-9	-6	-0.2
64	COCc1ccc2oc(C(=O)O)cc2c1	7	-3	-19	-8	0.0

No.	EBNA-1 inh	PP5 inh	TPT1 inh	CTSL1 counter
61	11	0.8	-4	0
62	9	-0.6	2	-1
63	-4	-0.2	-2	0
64	-2	0.9	-3	-1

# A portion of the library (hit frequency here may not be typical).
